# H1N1 NS1A inhibition – NS1A inhibition, H1N1 influenza, cell based functional assay (AID 504329); NS1A functional cell-based assay, percent inhibition; higher % means a stronger effect; inhibition, % at 12.5 µM, or IC50 in µM where a hit was titrated; hit rate 0.3% among 340,000; in the data active means a potency from the dose series; inconclusive means inhibition above about 27% without an active follow-up result; further: strong numbers were not always called active
# inhibitors of VEEV – inhibitors of VEEV TC-83 cytopathic effect, confirmation, Vero cells (AID 588727); Vero cells, VEEV TC-83 cytopathic effect inhibition; higher % means a stronger effect; one-dose inhibition, % at 20 µM; IC50 in µM for titrated hits; hit rate 0.13% among 350,000; in the data active means a potency from the dose series; inconclusive means inhibition mostly from about 14% at the one dose, without a potency; inactive means the rest, 99 in 100 with inhibition below about 12%; further: strong numbers were not always called active
# M. tuberculosis – growth inhibition of non-replicating M. tuberculosis (AID 488890); Mycobacterium tuberculosis non-replicating, growth inhibition; higher % means a stronger effect; inhibition, % at 25 µM, or IC50 in µM where a hit was titrated; hit rate 0.39% among 320,000; in the data active means a potency from the dose series; inconclusive means inhibition mostly from about 82% at the one dose, without a potency; inactive means the rest, 99 in 100 with inhibition below about 76%;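 further: plate controls were DMSO cells for no effect and high antibiotic wells for full effect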
# M. tuberculosis HTS – M. tuberculosis growth inhibition, HTS (AID 449762); hit rate 0.59% among 330,000; inhibition, % at 25 µM, or IC50 in µM where a hit was titrated; M. tuberculosis H37Rv growth inhibition, 7H9 media; higher % means a stronger effect; in the data active means a potency from the dose series; inconclusive means inhibition above about 70% without an active follow-up result;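 further: bacterial growth assessed after seven days of incubation; strong numbers were not always called active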
# PhoP GFP inhibition – Inhibition of PhoP regulon, Salmonella typhi GFP reporter cells, confirmation, 4 h (AID 1850); Salmonella Typhi PhoP-promoter GFP reporter, fluorescence, 4 h; higher % means a stronger effect; inhibition, % at 50 µM, or IC50 in µM where a hit was titrated; hit rate 0.33% among 310,000; in the data active means a potency from the dose series; inconclusive means inhibition mostly from about 25% at the one dose, without a potency; inactive means the rest, 99 in 100 with inhibition below about 19%;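 further: 0% = induced wells with vehicle and 100% = uninduced wells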
# inhibitors of VEEV 10K pilot screen – second read-out of inhibitors of VEEV, no call of its own (marks repeat the call); inhibition, %; measured here: 10K pilot screen inhibition
# Starred values were filed as active, the others as inactive; i = inactive; ? = inconclusive; · = not tested or not shown.
SMILES,H1N1 NS1A inhibition,inhibitors of VEEV,M. tuberculosis,M. tuberculosis HTS,PhoP GFP inhibition,others
NNc1nc(-c2ccccc2)c2cc(Cl)ccc2n1,-8.0%,2.4%,-0.2%,4.9%,-2.2%,
O=C1CN(Cc2nc3cc(Cl)ccc3c(=O)[nH]2)CCN1,3.9%,0.5%,9.3%,-0.9%,9.2%,
Cc1ccc(C)c(S(=O)(=O)NCc2cccnc2)c1,-7.9%,i,2.3%,-7.1%,-0.4%,
COc1cccc(NC(=O)c2oc3ccccc3c2NC(=O)C(C)(C)C)c1,-3.7%,6.6%,5.9%,-5.6%,-9.0%,
Cn1c(SCC(=O)Nc2ccc(Cl)cc2F)nnc1-c1ccco1,-6.9%,1.2%,29.4%,-5.5%,3.5%,
CC(C)Cc1nnc(NC(=O)CCC(=O)N2CCN(CCOC(c3ccccc3)c3ccccc3)CC2)s1,9.5%,4.6%,33.1%,?,-2.1%,
COc1ccccc1NC(=O)c1ccc(NC(=O)COC(=O)CCC2CCCC2)cc1,-9.4%,0.6%,78.0%,7.6%,-7.7%,
CCC(=O)N1N=C(c2c(O)n(CCc3ccccc3)c(=O)[nH]c2=O)CC1c1ccc(OC)c(OC)c1 (configuration not stated),·,4.0%,61.6%,?,-2.9%,
CC(=O)c1c(-c2ccccc2)c2cc(Cl)ccc2n(C)c1=O,-0.1%,6.5%,22.0%,4.5%,-1.3%,
COc1ccccc1NC(=O)c1ccc(NC(=O)COC(=O)CC(NC(=O)c2ccccc2Cl)c2ccccc2)cc1 (configuration not stated),13.1%,0.9%,27.9%,9.0%,-2.9%,
O=C(N/N=C/c1ccsc1)c1ccc2c(c1)OCO2,-2.4%,4.9%,20.7%,-3.5%,·,
CCCCn1c(=O)c(C(=O)Nc2ccc(C)cn2)c(O)c2ccccc21,-3.1%,i,·,-13.2%,-7.9%,
Cc1ccc(NC(=O)C2CCN(S(=O)(=O)c3cccc4nonc34)CC2)nc1,-3.5%,4.9%,7.7%,0.2%,-7.8%,
O=C1C(Nc2cccc(O)c2)=C(N2CCCCC2)C(=O)c2ccccc21,14.1%,i,59.9%,-0.7%,14.1%,
C=C(C)CNC(=S)NN=C1c2ccccc2-c2ccccc21,6.4%,0.7%,1.0%,12.3%,7.2%,
CCc1noc(C)c1C(=O)OCC(=O)NC(=O)c1ccccc1,-14.2%,0.8%,-3.5%,3.1%,2.8%,
COc1cc(C(=O)NC2CCN(C)CC2)ccc1Nc1ncc2c(n1)N(C1CCCCC1)CCC(=O)N2C,5.6%,5.5%,·,·,·,
Cc1cc(C)cc(N2C(=O)NC(=O)/C(=C\C=C\c3ccco3)C2=O)c1,16.4%,4.1%,·,-4.2%,-9.2%,
O=C(NCCCN1CCOCC1)C1CCCN(S(=O)(=O)N2CCCCC2)C1 (configuration not stated),4.5%,0.5%,-11.6%,-5.2%,2.6%,
Fc1ccccc1Cc1nnc2n1N=C(c1ccc(Cl)cc1)CS2,8.8%,0.6%,-8.1%,0.2%,9.1%,
O=C1CSC(=Nc2ccc(Cl)cc2)N1Cc1cccnc1,-18.2%,1.2%,1.1%,-7.5%,7.5%,
CCN(CC)CC(=O)Nc1c(C#N)cnn1-c1ccccc1,·,0.4%,-19.1%,5.4%,8.4%,
CC(C)CCn1cnc2c(cnn2-c2ccc(F)cc2)c1=O,4.3%,i,3.1%,4.3%,-1.7%,
CC(=O)c1sc(N2CCOCC2)nc1-c1ccccc1,-1.4%,1.5%,1.1%,-7.8%,-2.6%,
CCc1ccc(OCC(O)CN2CCN(c3ccccn3)CC2)cc1 (configuration not stated),-9.0%,i,29.9%,-4.5%,-6.4%,
Cc1cc(C)n2ncc(C(=O)Nc3ccc4c(c3)OCO4)c2n1,-1.2%,2.5%,0.1%,8.8%,8.2%,
CC(Oc1ccc(Cl)cc1)c1ccnc(N)n1 (configuration not stated),9.9%,0.1%,2.0%,9.3%,11.2%,inhibitors of VEEV 10K pilot screen=1.6
CN(C(=O)COC(=O)c1ccc(Cl)c(N)c1)c1ccccc1,·,1.0%,-8.3%,0.6%,-3.0%,
Cn1c(C(=O)NCCCN2CCOCC2)cc2c(=O)n(C)c3ccccc3c21,9.8%,4.2%,-29.1%,-0.1%,0.8%,
O=C(N/N=C/c1ccccc1)c1ccc(CN2C(=O)c3cccc4cccc2c34)cc1,-0.4%,6.5%,36.7%,3.5%,-7.4%,
CC1=NN(C(N)=S)C(=O)C1N=Nc1c(Br)cc(Br)cc1Br (configuration not stated),-12.7%,2.0%,?,11.1%,-0.5%,
CCOC(=O)C(NCc1ccccc1OC)(NC(C)=O)C(F)(F)F (configuration not stated),-0.7%,0.3%,8.2%,6.1%,-5.8%,
CCc1nnc(SC(C)C(=O)Nc2nccs2)n1C (configuration not stated),-3.1%,1.8%,15.5%,-5.7%,-11.6%,
Cc1nc2ccc(NC(=O)c3cccc(S(=O)(=O)N4CCOCC4)c3)cc2s1,-0.9%,2.9%,37.3%,3.2%,·,
COc1ccc(CC(=O)OCC(=O)N(CC(C)C)c2c(N)n(Cc3ccccc3)c(=O)[nH]c2=O)cc1,0.7%,2.1%,5.9%,-5.0%,8.4%,
COCCN1C=C2C(=O)C(C)(OC(=O)C3CCCC3)C(=O)C(c3ccccc3)=C2C=C1CCCC(=O)OC (configuration not stated),9.3%,2.0%,15.2%,-8.9%,-0.5%,
CCCCN(CC)Cc1ccc(CNC(=O)Nc2ccccc2)o1,18.2%,0.2%,-4.2%,-4.9%,-3.5%,
Cc1ccc(C(c2ccc(C)c(C)c2)C(O)C2OC(=O)C(O)C2O)cc1C (configuration not stated),9.9%,1.6%,·,·,·,
COc1ccc(N(CC(=O)Nc2cccc(C)c2)S(=O)(=O)c2c(C)n[nH]c2C)cc1,4.4%,3.2%,13.1%,-7.4%,-1.2%,
NS(=O)(=O)c1ccc(N2CCCCCC2)c([N+](=O)[O-])c1,·,0.9%,-5.9%,-3.6%,-1.9%,
COC(=O)c1ccc(CSc2nnc(Nc3ccc(C)cc3)s2)o1,5.3%,1.0%,69.5%,7.5%,8.1%,inhibitors of VEEV 10K pilot screen=2.1
O=C(c1ccco1)[C@@H]1[C@@H]2C(=O)N(c3ccccc3)C(=O)[C@@H]2C2c3ccccc3C=CN21 (some centres not stated),-6.1%,0.3%,5.2%,-10.6%,-5.2%,
Cc1ccc(C(=O)c2cc3ccccc3o2)cc1,-5.0%,4.4%,66.1%,-6.6%,-0.9%,
O=c1o[nH]c(-c2ccccc2)c1N=Nc1c(F)cccc1Cl,-20.6%,0.2%,79.4%,6.4%,-8.3%,
CN(Cc1ccc(C(C)(C)C)cc1)C(=O)C1CSC2(C)CCC(=O)N12 (configuration not stated),-3.9%,5.1%,6.8%,9.6%,·,
Cc1ccccc1-c1nc(CS(=O)CC(=O)NCCN2CCOCC2)c(C)o1 (configuration not stated),-1.6%,0.1%,11.1%,-2.0%,-6.0%,inhibitors of VEEV 10K pilot screen=0.2
COCCNc1nnc(SCC(=O)NC(=O)c2ccccc2OC)s1,-1.4%,1.2%,-7.6%,-7.5%,-8.0%,
C=CCN1C(=O)NC(=O)/C(=C/c2ccc(N(C)C)c(Br)c2)C1=O,8.4%,0.8%,3.6%,4.0%,3.8%,
COC(=O)CCC(=O)c1oc2ccccc2c1N,-7.7%,1.6%,15.3%,0.3%,9.4%,
COc1ccc(S(=O)(=O)N2CCOC2CNC(=O)C(=O)NCC(C)C)cc1 (configuration not stated),-6.7%,0.2%,-0.3%,-8.7%,-1.8%,
O=S(=O)(Nc1ccc2cn[nH]c2c1)c1ccccc1,7.3%,0.5%,-18.6%,-7.0%,1.7%,
CN(C)c1cccc(C(=O)NCc2ccccc2)c1,2.2%,0.8%,63.4%,5.4%,0.6%,
Cc1nn(-c2ccccc2)c(N)c1Sc1ccccc1[N+](=O)[O-],1.3%,7.7%,20.8%,2.5%,3.1%,
CCOc1ccc(-c2c[n+]3c(n2-c2ccccc2)CCCCC3)cc1,5.9%,i,34.2%,-9.7%,24.6%,
O=[N+]([O-])c1ccc(Sc2n[nH]c(-c3ccco3)n2)nc1,-11.2%,0.4%,72.5%,10.1%,1.1%,
CCOCCCNC(=O)CN1C(=O)c2cccc3cccc1c23,-9.9%,i,-13.5%,1.9%,-8.8%,
O=C(NC(=S)Nc1cccc2c(O)cccc12)c1cccc(Br)c1,2.5%,8.4%,63.1%,2.9%,-2.8%,
Cc1ccc(OCCCCNC2CCCC(C)C2C)c(C)c1 (configuration not stated),4.8%,i,78.3%,21.8µM*,11.9%,
Cc1coc2cc3oc(=O)c(CCC(=O)NCCCN4CCOCC4)c(C)c3cc12,3.4%,1.6%,3.9%,-8.1%,1.1%,
CC(=O)c1ccc(S(=O)(=O)Nc2c(C)nn(C)c2C)cc1,-4.5%,2.9%,·,·,·,

# Pulled one by one from the entries so far (seven):
SMILES,H1N1 NS1A inhibition,inhibitors of VEEV,M. tuberculosis,M. tuberculosis HTS,PhoP GFP inhibition,others
CCOc1ccc(-c2c[n+]3c(n2-c2ccccc2)CCCCC3)cc1,5.9%,i,34.2%,-9.7%,24.6%,
O=S(=O)(Nc1ccc2cn[nH]c2c1)c1ccccc1,7.3%,0.5%,-18.6%,-7.0%,1.7%,
COc1ccc(S(=O)(=O)N2CCOC2CNC(=O)C(=O)NCC(C)C)cc1 (configuration not stated),-6.7%,0.2%,-0.3%,-8.7%,-1.8%,
O=C(c1ccco1)[C@@H]1[C@@H]2C(=O)N(c3ccccc3)C(=O)[C@@H]2C2c3ccccc3C=CN21 (some centres not stated),-6.1%,0.3%,5.2%,-10.6%,-5.2%,
Cc1ccc(OCCCCNC2CCCC(C)C2C)c(C)c1 (configuration not stated),4.8%,i,78.3%,21.8µM*,11.9%,
O=c1o[nH]c(-c2ccccc2)c1N=Nc1c(F)cccc1Cl,-20.6%,0.2%,79.4%,6.4%,-8.3%,
COCCNc1nnc(SCC(=O)NC(=O)c2ccccc2OC)s1,-1.4%,1.2%,-7.6%,-7.5%,-8.0%,

# Later entries.
SMILES,H1N1 NS1A inhibition,inhibitors of VEEV,M. tuberculosis,M. tuberculosis HTS,PhoP GFP inhibition,others
CC1=NCCN1S(=O)(=O)c1cc(Cl)ccc1Cl,4.2%,5.8%,-11.3%,0.7%,-6.9%,
CC1CN(Cc2cc(=O)[nH]c(C(C)C)n2)CC(C)O1 (configuration not stated),4.4%,2.0%,-7.3%,-14.0%,-0.8%,
CN1CCN(c2nc3ccccn3c(=O)c2/C=C(\C#N)S(=O)(=O)c2ccc(Cl)cc2)CC1,-11.2%,i,4.0%,2.5%,-8.7%,
CCOCc1cnc(C)nc1NCC(=O)c1c(C)[nH]c2ccc(OC)cc12,-4.2%,1.9%,26.1%,-0.4%,-10.6%,
COc1ccc(S(=O)(=O)N2CCCCC2)cc1NC(=O)c1ccc(Cl)nc1,0.3%,11.4%,18.6%,-8.0%,·,
CCOc1ccc2cc(C#N)c(SCC(=O)N3CCC(C)CC3)nc2c1,0.0%,5.6%,16.2%,2.0%,9.2%,
O=c1c(Cc2ccccc2O)c(O)nc2n1CCCS2,0.3%,3.2%,7.5%,-1.1%,9.5%,
Cc1nc2c(C#N)c(C)[nH]n2c(=O)c1Cc1ccccc1,-0.9%,0.7%,19.4%,1.1%,1.1%,
COc1cc(/C=C/C(=O)OCC(=O)NCCc2ccccc2)ccc1OC(F)F,-11.8%,3.0%,41.6%,-11.9%,-9.6%,
CCOC(=O)N1CCN(C(=O)c2ccc3c(=O)n(CCc4ccccc4)c(=S)[nH]c3c2)CC1,-5.5%,4.3%,24.7%,-3.7%,-2.9%,
CCN1C(=O)c2cccc3c(NC(=O)c4cccc(N5C(=O)CCC5=O)c4)ccc1c23,2.3%,1.0%,7.5%,-8.2%,11.2%,
C/C(=N\OCC(=O)OC(C)C(=O)Nc1ccc(C)c(S(=O)(=O)N2CCOCC2)c1)c1ccc2c(c1)OCO2 (configuration not stated),-4.4%,2.6%,·,·,·,
CCN(CC)S(=O)(=O)c1ccc(NN=C2CCN(C(C)C)CC2)c([N+](=O)[O-])c1,2.9%,0.1%,12.9%,7.2%,4.5%,
COc1cccc(COC(=O)c2ccc3c(=O)n4c(nc3c2)CCC4)c1OC,-5.1%,5.7%,72.7%,21.1µM*,5.4%,
O=C(Cc1ccccc1)NCC(=O)OCC(=O)c1cccc([N+](=O)[O-])c1,4.7%,0.9%,-8.1%,-4.6%,-10.1%,
CCN(Cc1ccccc1)C(=O)C1CCN(c2ncnc3c2nc2n3CCCCC2)CC1,-2.4%,4.8%,5.5%,6.1%,2.7%,
O=C(c1cc(-c2ccc(Cl)cc2)n[nH]1)N1CCc2ccccc2C1,-1.3%,3.0%,8.6%,3.2%,2.6%,
